Screening data from PubChem BioAssay.
PI4K2A block: qHTS for small molecular inhibitors of PI4K2A; Phosphatidylinositol 4-kinase type 2-alpha (Homo sapiens), Q9BTU6; hit rate 0.13% among 420,000; purified PI4K2A, ADP-Glo luminescence, 1 h; stronger effect = lower value; activity change, negative = inhibition, % at 76.9 µM; in the data active = activity change below about -50%; inconclusive = mostly about -30% to -49%;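 also: -100% = wells without enzyme as full effect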
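ADP-Glo luminescence measured ADP generated by PI4K2A enzyme (4 ug/mL before mixing) with 1.2 mM PI substrate (pre-mix) and 300 microM ATP (pre-mix). Tris pH7.5 buffer with MgCl2, Triton X-100; 1 h reaction at ambient temperature.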
Tb PGK inh: qHTS Assay to Find Inhibitors of Phosphoglycerate Kinase. Phosphoglycerate kinase, glycosomal (Trypanosoma brucei brucei), P07378. PGK/GAPDH coupled, Kinase-Glo luminescence, 60 min. Potency, µM (doses to about 57.5 µM), for the others: at the top dose activity change, negative = inhibition, most hits filed as inhibitors. hit rate 0.043% among 380,000; also: potency is read from the fitted curve at half-maximal effect; % is scaled to controls: 0 for no effect and ±100 for the full control effect; nearly all actives have a fitted effect of over 60% in size
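Recombinant glycosomal PGK reaction used 1,3-bisphosphoglycerate generated in-well by GAPDH (100nM final) in 100mM TEA pH 7.6, 5mM MgCl2, 0.01% Tween-20. After 60 minutes at room temperature, ATP was read by Kinase-Glo Plus luminescence end-point.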
GLS inh: qHTS for Inhibitors of Glutaminase (GLS). Potency, µM (highest dose often 45.5 µM), for the others: at the top dose activity change, negative = inhibition, usual class: inhibitors. Glutaminase kidney isoform, mitochondrial (Homo sapiens), O94925. GLS enzymatic activity, qHTS titration. hit rate 0.21% among 410,000. AID 624170, 2012; also: potency is read from the fitted curve at half-maximal effect; % is scaled to controls: 0 for no effect and ±100 for the full control effect
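hKGA in 45 mM KH2PO4 pH 8.2, 0.02% Tween-20 with pin-transferred compounds; 1 mM L-glutamine (stock) plus glutamate oxidase/HRP/Amplex Red coupling added. Fluorescence read initially and after 30 min at RT.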
G9a block: qHTS Assay for Inhibitors of Histone Lysine Methyltransferase G9a | hit rate 8.8% among 350,000 | AID 504332, 2011 | G9a H3K9 monomethylation, AlphaScreen, 2 h | Potency, µM (highest dose often 102 µM), for the others: top-dose activity, negative = inhibition, usual class: inhibitors | Histone-lysine N-methyltransferase EHMT2 (Homo sapiens), Q96KQ7; also: potency is read from the fitted curve at half-maximal effect; % is scaled to controls: 0 for no effect and ±100 for the full control effect; nearly all actives have a fitted effect of over 75% in size
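Readings reflect AlphaScreen signal from monomethyl-H3K9 antibody detection. HMT at 20 nM; substrate b-H3K9 500 nM; cofactor SAM 20 uM; 2 h RT reaction; compounds tested as titrations in qHTS with 15 min preincubation.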
Pin1 inhibitor: qHTS Assay to Find Inhibitors of Pin1; Peptidyl-prolyl cis-trans isomerase NIMA-interacting 1 (Homo sapiens), Q13526; Pin1 FP peptide displacement, HiFluor488, 10 min; Potency, µM (series often up to 115 µM), for the others: at the top dose activity, negative = inhibition, most hits filed as inhibitors; hit rate 0.009% among 390,000; active = well fitted inhibition curve with a large enough effect in the polarisation, with a control signal flat, not every such curve was filed as active; inconclusive = small, poorly fitted or top-dose-only effect, or effect the other way, or a change in a side signal; inactive = no such curve, though single readings can be large or run the other way; the % refers to the polarisation; also: potency is read from the fitted curve at half-maximal effect; % is scaled to controls: 0 for no effect and ±100 for the full control effect
HP1b binding inh: HTS for Inhibitors of HP1-beta Chromodomain Interactions with Methylated Histone Tails; AlphaScreen HP1-beta / biotin-H3K9me3 peptide binding; Potency, µM (series often up to 114 µM), for inactives: top-dose activity change, negative = inhibition, hits mostly inhibitors; AID 540317, 2011; Chromobox protein homolog 1 (Homo sapiens), P83916; hit rate 0.56% among 390,000; also: potency is read from the fitted curve at half-maximal effect; nearly all actives have a fitted effect of over 70% in size; inactives centre near 23
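Compound inhibition of the preformed complex between 50 nM HP1-beta and 50 nM biotinylated H3K9me3 peptide was read by AlphaScreen. Buffer was PBS pH 7.4 with 0.01% Tween-20. Incubations ran 30 min at room temperature, with 10 ug/mL donor/acceptor beads.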
Pol eta inh: qHTS for Inhibitors of Polymerase Eta. recombinant Pol eta, fluorescent DNA replication assay. Potency, µM (top dose mostly 114 µM), for the others: at the top dose activity change, negative = inhibition, hits mostly inhibitors. hit rate 1.2% among 390,000. AID 588591, 2011; also: potency is read from the fitted curve at half-maximal effect; % is scaled to controls: 0 for no effect and ±100 for the full control effect
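Pol eta at 10 nM preincubated with compounds 15 min at room temperature; reaction started with fluorescent substrate (50 nM final) and read kinetically at 0 and 10 min.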
JMJD2A Tudor: qHTS Assay for Inhibitors of JMJD2A-Tudor Domain; Lysine-specific demethylase 4A (Homo sapiens), O75164; AID 504339, 2011; Potency, µM (doses to about 114 µM), for the others: top-dose activity change, negative = inhibition, usual class: inhibitors; AlphaScreen JMJD2A-Tudor / H3K4me3 peptide binding; hit rate 4.4% among 390,000; also: potency is read from the fitted curve at half-maximal effect; % is scaled to controls: 0 for no effect and ±100 for the full control effect; nearly all actives have a fitted effect of over 50% in size
BAZ2B block: qHTS Assay for Inhibitors of BAZ2B | hit rate 4.4% among 360,000 | AlphaScreen BAZ2B-H3K14Ac peptide displacement | Bromodomain adjacent to zinc finger domain protein 2B (Homo sapiens), Q9UIF8 | AID 504333, 2011 | Potency, µM (series often up to 114 µM), without a hit: top-dose activity change, negative = inhibition, most hits filed as inhibitors; also: potency is read from the fitted curve at half-maximal effect; % is scaled to controls: 0 for no effect and ±100 for the full control effect; nearly all actives have a fitted effect of over 60% in size
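Multi-concentration screen (max 110 uM) measuring displacement of acetylated histone H3 peptide from BAZ2B by AlphaScreen, using 50 nM protein, 50 nM peptide and 10 ug/mL streptavidin donor plus Ni-chelate acceptor beads.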
Starred values were filed as active, the others as inactive; i = inactive; ? = inconclusive; / = no result given; & = joins results of further samples; [ ] = dose if it differs, or a comment. Unless noted, calls follow the shape of the dose curve; as a rule, active = well fitted curve in the direction sought with a large enough effect; inconclusive = small, poorly fitted or top-dose-only effect, or another doubt; inactive = no such curve, though single readings can be large; an effect the other way counts as inactive or inconclusive. These rows are one share of the data. The share of hits here may be higher or lower than overall.

| JMJD2A Tudor | HP1b binding inh | Tb PGK inh | BAZ2B block | GLS inh | G9a block | PI4K2A block | Pol eta inh | Pin1 inhibitor | SMILES |
| --- | --- | --- | --- | --- | --- | --- | --- | --- | --- |
| -31% | 46%[activator] | -3% | 8% | 6% | 10% | -3 | -3% | 7% | CNc1c(NC(=O)C2CCC(C)CC2)c(=O)oc2ccccc12 (centres undefined) |
| -10% | 21% | 4% | -5% | -9% | 22µM* | -1 | ? | ? | O=C(c1ccco1)N1CCN(Cc2cc(=O)oc3cc(O)ccc23)CC1 |
| -100% | 40µM* | -9% | 35µM* | 2% | 10µM* | -9 | -20% | -13% | CCOCCCNC(=S)N1CCN(Cc2ccco2)CC1 |
| -9% | 39% | -7% | ? | -2% | ? | -9 | -12% | 13% | Cc1ccc(/C=N/NC(=O)c2ccccn2)s1 |
| -33% | -21% | -9% | ? | 6% | / | -9 | -9% | 54%[activator] | CCOc1ccccc1NC(=S)N1CCN(c2nc(-c3cccc(OC)c3)cs2)CC1 |
| -32% | 18% | -1% | -17% | 1% | 40µM* | -4 | -11% | -4% | COc1ccccc1-c1nnc(C2CCN(S(=O)(=O)c3ccccc3[N+](=O)[O-])CC2)o1 |
| 16%[57.1 µM] | 48%[activator] | -7% | 6% | -9% | / | 3 | -19% | 1% | COC(=O)c1nn(-c2ccc(F)cc2)ccc1=O |
| -7% | 22% | -5% | 4% | 4% | -8%[59 µM] | 5 | -10% | ? | CC#CCN(CC#CC)S(=O)(=O)c1ccc(S(=O)(=O)N2CCOCC2)cc1 |
| ? | 32% | -9% | ? | 7% | ? | -3 | -9% | ? | c1cnc2c(SCc3ccc(-c4nnco4)cc3)cccc2c1 |
| -13% | 25% | -7% | 2% | 5% | 73%[activator] | -4 | -20% | 2% | COc1ccccc1N1C(=NC(=O)COc2ccccc2)SC2CS(=O)(=O)CC21 (centres undefined) |

Carrying on:
| JMJD2A Tudor | HP1b binding inh | Tb PGK inh | BAZ2B block | GLS inh | G9a block | PI4K2A block | Pol eta inh | Pin1 inhibitor | SMILES |
| --- | --- | --- | --- | --- | --- | --- | --- | --- | --- |
| -3% | 18% | 4% | 1% | 6% | -2% | -5 | -8% | -12% | COC(=O)CN1C(=O)CC(C)(C)Sc2ccccc21 |
| ? | 13% | -1% | 4% | -11% | 13% | 2 | -15% | -5% | COCCN1Cc2cccc(C(=O)NC3CCCCCC3)c2C1=O |
| 1% | 20% | i | -7% | -14% | 30%[12.7 µM] | 9 | -15% | 2% | CCOC(=O)C1(Cc2ccccc2C(F)(F)F)CCN(C(=O)c2cc(C(C)=O)n[nH]2)CC1 |
| -13% | 20% | 2% | -2% | -7% | -2%[59 µM] | -3 | -17% | ? | Cc1cc(C)c(S(=O)(=O)NCCc2cc3ccc(C)cc3[nH]c2=O)c(C)c1 |
| 25% | 61%[activator] | -6% | 5% | -1% | 23%[0.501 µM] | 2 | -23% | 6% | CC(C)(C)C(=O)Nc1ccccc1C(=O)Nc1cc(Cl)ccc1Cl |
| -3%&-5% | 39%&37%[activator] | -4%&-10% | -3% | 0%&-11% | -4%[59 µM] | 9&2 | -11%&-12% | -9%&4% | CCCCN(C)C(=O)c1cn(C)c2ccc(S(=O)(=O)N3CCC(C)CC3)cc2c1=O |
| -8% | 83%[activator] | -2% | -4% | 2% | -9% | -1 | -9% | 12% | Cc1ccc(C(=O)N2NC(c3ccc(F)cc3)C3C(=O)N(c4ccc(C)cc4)C(=O)C32)cc1 (centres undefined) |
| -25% | 26% | -9% | / | 2% | / | -4 | -21% | 2% | CCC1(c2ccc(F)cc2)NC(=O)N(CC(=O)N2CCN(S(=O)(=O)c3ccc(C)cc3C)CC2)C1=O (centres undefined) |
| -15% | 49%[activator] | -11% | 3% | -2% | / | -1 | -10% | -11% | CC(=O)Nc1nnc(SCc2cccc(F)c2)s1 |
| -6% | 24% | 0% | -3% | 7% | ? | 1 | ? | 10% | Cc1ccc(C(NC(=O)C2CCCCC2)c2c(O)ccc3ccccc23)cc1 (centres undefined) |

5 entries already listed, arranged by SMILES length, ascending.
| JMJD2A Tudor | HP1b binding inh | Tb PGK inh | BAZ2B block | GLS inh | G9a block | PI4K2A block | Pol eta inh | Pin1 inhibitor | SMILES |
| --- | --- | --- | --- | --- | --- | --- | --- | --- | --- |
| ? | 13% | -1% | 4% | -11% | 13% | 2 | -15% | -5% | COCCN1Cc2cccc(C(=O)NC3CCCCCC3)c2C1=O |
| -13% | 20% | 2% | -2% | -7% | -2%[59 µM] | -3 | -17% | ? | Cc1cc(C)c(S(=O)(=O)NCCc2cc3ccc(C)cc3[nH]c2=O)c(C)c1 |
| 1% | 20% | i | -7% | -14% | 30%[12.7 µM] | 9 | -15% | 2% | CCOC(=O)C1(Cc2ccccc2C(F)(F)F)CCN(C(=O)c2cc(C(C)=O)n[nH]2)CC1 |
| -8% | 83%[activator] | -2% | -4% | 2% | -9% | -1 | -9% | 12% | Cc1ccc(C(=O)N2NC(c3ccc(F)cc3)C3C(=O)N(c4ccc(C)cc4)C(=O)C32)cc1 (centres undefined) |
| -25% | 26% | -9% | / | 2% | / | -4 | -21% | 2% | CCC1(c2ccc(F)cc2)NC(=O)N(CC(=O)N2CCN(S(=O)(=O)c3ccc(C)cc3C)CC2)C1=O (centres undefined) |

The listing picks up, starting two compounds before the break.
| JMJD2A Tudor | HP1b binding inh | Tb PGK inh | BAZ2B block | GLS inh | G9a block | PI4K2A block | Pol eta inh | Pin1 inhibitor | SMILES |
| --- | --- | --- | --- | --- | --- | --- | --- | --- | --- |
| -15% | 49%[activator] | -11% | 3% | -2% | / | -1 | -10% | -11% | CC(=O)Nc1nnc(SCc2cccc(F)c2)s1 |
| -6% | 24% | 0% | -3% | 7% | ? | 1 | ? | 10% | Cc1ccc(C(NC(=O)C2CCCCC2)c2c(O)ccc3ccccc23)cc1 (centres undefined) |
| -28% | 77%[activator] | -2% | -4% | -4% | -4%[2.33 µM] | 4 | -14% | -1% | N#CC1(c2ccccc2)CCC(=NNS(=O)(=O)c2ccccc2)CC1 (centres undefined) |
| -15% | 45% | -10% | / | 0% | / | -4 | -15% | ? | C=CCc1ccccc1OCC(O)CN1CCOCC1 (centres undefined) |
| ? | 23% | 1% | 4.5µM* | 21% | -15% | -5 | -7% | ? | O=[N+]([O-])c1ccc(O)c(/C=N/Nc2ccccn2)c1 |
| -13% | ? | -5% | 7% | 15% | 0%[59 µM] | 2 | -2% | -1% | CC1CN(C(=S)NC(=O)C2CCCCC2)CC(C)O1 (centres undefined) |
